High-throughput results as filed in PubChem.
TRb SRC2 PPI = disrupts binding of human TR beta to SRC2; 280,000 compounds, 0.065% hits; Potency, µM (highest dose often 106 µM), without a hit: top-dose activity change, negative = inhibition, hits mostly inhibitors; TRbeta-SRC2 peptide binding, fluorescence polarization; receptor liganded with 1 µM T3; P10828;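 also: plate controls were bound peptide for no effect and peptide without receptor for full effect; nearly all actives have a fitted effect of over 50% in size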
Target sequence (P10828 whole entry, looked up): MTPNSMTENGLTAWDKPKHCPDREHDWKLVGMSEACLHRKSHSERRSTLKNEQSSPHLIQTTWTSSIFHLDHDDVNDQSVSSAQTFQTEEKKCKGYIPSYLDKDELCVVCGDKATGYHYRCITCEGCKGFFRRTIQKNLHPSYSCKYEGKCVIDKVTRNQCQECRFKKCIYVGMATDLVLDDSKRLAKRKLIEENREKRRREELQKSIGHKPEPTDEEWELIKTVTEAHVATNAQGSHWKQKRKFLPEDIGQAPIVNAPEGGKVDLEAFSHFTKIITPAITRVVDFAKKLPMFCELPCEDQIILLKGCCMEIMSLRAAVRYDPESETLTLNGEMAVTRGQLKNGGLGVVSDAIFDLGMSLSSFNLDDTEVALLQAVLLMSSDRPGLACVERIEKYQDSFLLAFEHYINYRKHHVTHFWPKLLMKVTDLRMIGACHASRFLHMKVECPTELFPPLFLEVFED
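Compounds were added to 0.6 uM TRb ligand-binding domain and 20 nM Texas Red-labeled SRC2 peptide in Tris buffer containing 1 uM T3, incubated 5 hr at ambient temperature, then read by fluorescence polarization.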
HTT cytoprotect = Huntington cell model cytoprotection by ATP luminescence. PC12 HTT-Q103 induced, cytoprotection, ATP luminescence, 40 h. Potency, µM (highest dose often 56.4 µM), inactives show cytoprotection (ATP increase), actives largely listed as activators. 230,000 compounds, 0.14% hits;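 also: % of control where 0% means no effect; nearly all actives have a fitted effect of over 45% in size; toxic huntingtin expression switched on by the ecdysone agonist tebufenozide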
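Quantitative HTS on tebufenozide-induced (100 nM) PC12 cells expressing HTTQ103 exon 1–GFP; compounds tested as a concentration series; survival measured via cellular ATP.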
RECQ1 helicase = RECQ1 (human) helicase inhibition. 240,000 compounds, 0.54% hits. Potency, µM (top dose mostly 57.3 µM), for inactives: top-dose activity, negative = inhibition, most hits filed as inhibitors. RECQ1 DNA unwinding, red fluorescence kinetic read. AID 2549. P46063;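 also: plate controls were vehicle for no effect and no enzyme for full effect; nearly all actives have a fitted effect of over 30% in size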
Target sequence (P46063 whole entry, looked up): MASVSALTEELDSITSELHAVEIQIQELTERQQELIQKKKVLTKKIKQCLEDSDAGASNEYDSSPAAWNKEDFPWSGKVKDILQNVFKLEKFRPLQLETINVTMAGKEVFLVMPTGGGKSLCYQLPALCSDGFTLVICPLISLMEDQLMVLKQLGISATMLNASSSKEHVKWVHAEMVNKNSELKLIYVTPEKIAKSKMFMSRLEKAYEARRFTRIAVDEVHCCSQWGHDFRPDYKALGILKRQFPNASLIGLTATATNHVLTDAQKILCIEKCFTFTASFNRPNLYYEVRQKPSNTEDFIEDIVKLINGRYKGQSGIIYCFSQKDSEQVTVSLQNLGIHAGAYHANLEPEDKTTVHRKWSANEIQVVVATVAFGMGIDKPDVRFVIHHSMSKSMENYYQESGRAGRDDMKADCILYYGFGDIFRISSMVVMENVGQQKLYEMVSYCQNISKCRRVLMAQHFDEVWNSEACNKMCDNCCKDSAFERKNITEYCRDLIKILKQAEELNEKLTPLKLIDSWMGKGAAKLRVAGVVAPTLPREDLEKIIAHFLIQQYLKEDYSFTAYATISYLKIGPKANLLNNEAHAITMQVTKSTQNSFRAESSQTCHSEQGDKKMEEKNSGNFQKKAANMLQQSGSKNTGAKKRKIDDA
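RECQ1T1 50 nM; forked duplex (20 bp + 30-nt ss tails) 200 nM, ATP 2 mM final; pH 8.0, 2 mM MgCl2, 2.5 ug/ml poly(dI-dC); 15 min compound preincubation; discontinuous kinetic read over 2 h at RT.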
TexasRed fluor = Texas Red fluorescence interference in TRb-SRC2 counter-screen | TRb/SRC2 Texas Red total fluorescence interference | Potency, µM (series often up to 106 µM), inactives show at the highest dose fluorescence change, negative = quenching | 280,000 compounds, 0.29% hits | AID 1479; active = well fitted curve in either direction with a large enough effect; inconclusive = small, poorly fitted or top-dose-only effect; also: % is scaled to controls: 0 for no effect and ±100 for the full control effect
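Flags fluorescent or light-absorbing compounds by total fluorescence, S + 2P, at 555 nm excitation and 632 nm emission. Mixture: 20 nM Texas Red SRC2 peptide, 0.6 uM human TRb LBD, 1 uM T3, 5% DMSO; compound exposure 5 h at ambient temperature.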
Starred values were filed as active, the others as inactive; i = inactive; ? = inconclusive; / = not tested or not shown; [ ] = dose if it differs, or a comment. Unless noted, calls follow the shape of the dose curve; as a rule, active = well fitted curve in the direction sought with a large enough effect; inconclusive = small, poorly fitted or top-dose-only effect, or another doubt; inactive = no such curve, though single readings can be large; an effect the other way counts as inactive or inconclusive. Potency is read from the fitted curve at half-maximal effect. Not all compounds are listed. The share of hits here may be higher or lower than overall.

1	CC(=O)N1CCC2(CCCN(c3ncccn3)C2)CC1
2	CN(C)c1ccc(-c2nccc(Nc3ccc(F)cc3)n2)cc1
3	COc1ccccc1CN1CCCC2(CCN(C(C)=O)CC2)C1
4	CCNc1ncc2nc(-c3cccs3)c(=O)n(-c3ccccc3)c2n1
5	COc1ccccc1CN1CC[C@@]2(CCCN(C(=O)c3cccn3C)C2)C1
6	O=C(Nc1cccc(F)c1)N1CC[C@@]2(CCCN(C(=O)c3cnccn3)C2)C1
7	CS(=O)(=O)N1CCC2(CCCN(c3ccncc3)C2)CC1
8	N#CCCn1c(=O)c(-c2cc(F)cc(F)c2)nc2cnc(N3CCOCC3)nc21
assay / compound | 1 | 2 | 3 | 4 | 5 | 6 | 7 | 8
TexasRed fluor | / | / | / | / | / | / | / | /
HTT cytoprotect | 10% | -132%[inhibitor] | 11% | 5% | 6% | -10% | -6% | -3%
RECQ1 helicase | -11% | -13% | i | -11% | -3% | -5% | -4% | i
TRb SRC2 PPI | / | / | / | / | / | / | / | /

Continued; it opens with the three that closed the last part.
6	O=C(Nc1cccc(F)c1)N1CC[C@@]2(CCCN(C(=O)c3cnccn3)C2)C1
7	CS(=O)(=O)N1CCC2(CCCN(c3ccncc3)C2)CC1
8	N#CCCn1c(=O)c(-c2cc(F)cc(F)c2)nc2cnc(N3CCOCC3)nc21
9	CN1CCN(c2ncc3nc(-c4cn(C)c5ccccc45)c(=O)n(CCC#N)c3n2)CC1
10	CS(=O)(=O)N1CCC2(CCN(c3ccncc3)CC2)CC1
11	CN(C)C(=O)c1ccc(-c2nc(Nc3ccccc3)c3ccccc3n2)cc1
12	O=C(Nc1ccccc1)N1CCC2(CC1)CCN(C(=O)c1ccncc1)CC2
13	CN(C)C(=O)c1ccc(-c2nccc(NCc3ccccc3)n2)cc1
14	COCC(=O)N1CCC2(CCCN(Cc3cc(C(F)(F)F)cc(C(F)(F)F)c3)C2)CC1
15	COc1ccc(NC(=O)N2CCCC3(CCN(C(=O)c4ccc(OC)cc4)CC3)C2)cc1
16	Cc1noc(C)c1C(=O)N1CCC[C@@]2(CCN(Cc3ccccc3)C2)C1
assay / compound | 6 | 7 | 8 | 9 | 10 | 11 | 12 | 13 | 14 | 15 | 16
TexasRed fluor | / | / | / | / | / | / | / | / | / | / | /
HTT cytoprotect | -10% | -6% | -3% | ? | -94%[inhibitor] | -184%[inhibitor] | 4% | -24% | ? | -16% | -67%[inhibitor]
RECQ1 helicase | -5% | -4% | i | -3% | -7% | i | i | -8% | 11% | -2% | -7%
TRb SRC2 PPI | / | / | / | / | / | / | / | / | / | / | /

17	O=C(c1ccncc1)N1CCC2(CCCN(Cc3nccs3)C2)CC1
18	N#CCCn1c(=O)c(-c2ccccc2)nc2cnc(N3CCOCC3)nc21
19	COc1ccc(CNc2ncnc3ccc(-c4ccccc4OC)cc23)c(OC)c1
20	O=C(c1cc(C(F)(F)F)cc(C(F)(F)F)c1)N1CCC2(CCCN(c3ccncc3)C2)CC1
21	N#Cc1ccc(CN2CCCC3(CCN(C(=O)c4cnccn4)CC3)C2)cc1
22	O=C(c1cnccn1)N1CCC2(CC1)CCN(c1cccc(-c3ccccc3)c1)CC2
23	COCCn1c(=O)c(-c2cccc(F)c2)nc2cncnc21
24	N#Cc1cccc(-c2nc3cnc(N4CCNCC4)nc3n(C3CC3)c2=O)c1
assay / compound | 17 | 18 | 19 | 20 | 21 | 22 | 23 | 24
TexasRed fluor | / | / | / | / | / | / | / | /
HTT cytoprotect | ? | -2% | -17% | -47%[inhibitor] | 14% | 12% | 29% | -111%[inhibitor]
RECQ1 helicase | -9% | i | -15% | -10% | i | -5% | i | i
TRb SRC2 PPI | / | / | / | / | / | / | / | /

Among those listed so far, these have a CF3 group.
14	COCC(=O)N1CCC2(CCCN(Cc3cc(C(F)(F)F)cc(C(F)(F)F)c3)C2)CC1
20	O=C(c1cc(C(F)(F)F)cc(C(F)(F)F)c1)N1CCC2(CCCN(c3ccncc3)C2)CC1
assay / compound | 14 | 20
TexasRed fluor | / | /
HTT cytoprotect | ? | -47%[inhibitor]
RECQ1 helicase | 11% | -10%
TRb SRC2 PPI | / | /

Other records follow.
25	COCC(=O)N1CCC2(CCCN(C(c3ccccc3)c3ccccc3)C2)CC1
26	CCNc1ncc2ncc(=O)n(C3CC3)c2n1
27	COCC(=O)N1CCC2(CC1)CN(C(c1ccccc1)c1ccccc1)C2
28	Cc1ccccc1-c1cncnc1NCc1ccccc1
29	COc1ncc2ncc(=O)n(CCc3ccccc3)c2n1
30	N#Cc1cccc(NC(=O)N2CC3(CCN(C(=O)c4cccc(F)c4)CC3)C2)c1
31	COCCn1c(=O)c(-c2cccs2)nc2cnc(Oc3ccccc3)nc21
32	Cn1cccc1C(=O)N1CCC2(CC1)CN(Cc1ccc(C#N)cc1)C2
assay / compound | 25 | 26 | 27 | 28 | 29 | 30 | 31 | 32
TexasRed fluor | / | / | / | / | / | / | / | /
HTT cytoprotect | -13% | 13% | 14% | -30%[inhibitor] | -61%[inhibitor] | ? | -63%[inhibitor] | -3%
RECQ1 helicase | -6% | -11% | i | -10% | -3% | 0% | i | -7%
TRb SRC2 PPI | / | / | / | / | / | / | / | /

33	c1ccc(Nc2nc(-c3ccoc3)nc3ccccc23)cc1
34	COc1ccc(C(=O)N2CCC[C@@]3(CCN(c4cccc(-c5ccccc5)c4)C3)C2)cc1
35	COCCn1c(=O)c(CCc2ccccc2)nc2cncnc21
36	CN1CCN(c2ncc3ncc(=O)n(C4CC4)c3n2)CC1
37	FC(F)(F)c1cc(CN2CCCC3(CCNCC3)C2)cc(C(F)(F)F)c1
38	COc1cccc(Cn2c(=O)cnc3cnc(OC)nc32)c1
39	CS(=O)(=O)N1CCC2(CCCN(Cc3ccccc3)C2)CC1
40	Cc1cccc(CNc2nc(-c3ccc4c(c3)OCO4)nc3ccccc23)c1
assay / compound | 33 | 34 | 35 | 36 | 37 | 38 | 39 | 40
TexasRed fluor | / | / | / | / | / | / | / | /
HTT cytoprotect | -1% | 9% | -33%[inhibitor] | 9% | -84%[inhibitor] | -7% | 21% | -254%[inhibitor]
RECQ1 helicase | i | -13% | -7% | 11% | -3% | i | -8% | -19%
TRb SRC2 PPI | / | / | / | / | / | / | / | /

41	COc1ncc2nc(-c3cn(C)c4ccccc34)c(=O)n(-c3ccccc3)c2n1
42	CS(=O)(=O)N1CCC[C@@]2(CCN(c3ccncc3)C2)C1
43	COc1ccccc1CNc1cc(-c2cccnc2)ncn1
44	COCC(=O)N1CCC2(CC1)CN(C(=O)Nc1cccc(F)c1)C2
45	c1ccc(CNc2ncncc2-c2ccc3c(c2)OCO3)cc1
46	CN1CCN(c2ccnc(-c3ccc(N(C)C)cc3)n2)CC1
47	COCC(=O)N1CCC[C@@]2(CCN(Cc3ccc(C#N)cc3)C2)C1
48	CN(C)C(=O)c1ccc(-c2nccc(Nc3ccc(F)cc3)n2)cc1
assay / compound | 41 | 42 | 43 | 44 | 45 | 46 | 47 | 48
TexasRed fluor | / | / | / | / | / | / | / | /
HTT cytoprotect | 26% | 12% | -54%[inhibitor] | 6% | -96%[inhibitor] | -48%[inhibitor] | -33%[inhibitor] | -29%
RECQ1 helicase | -3% | -6% | -12% | 11% | -10% | -6% | -1% | -6%
TRb SRC2 PPI | / | / | / | / | / | / | / | /

49	Cc1nc2cnc(N(C)C)nc2n(CCC#N)c1=O
50	COCCn1c(=O)c(-c2ccc(F)cc2)nc2cnc(Nc3cccc(OC)c3)nc21
51	CN1CCN(c2ncc3nc(CCc4ccccc4)c(=O)n(CCc4ccccc4)c3n2)CC1
52	COc1ccc(CNc2ncncc2-c2ccccc2C(F)(F)F)c(OC)c1
53	COc1ccccc1CN1CCCC2(CCN(C(=O)c3cccc(F)c3)CC2)C1
54	COc1ncc2nc(-c3ccc(F)cc3)c(=O)n(C[C@H]3CCCO3)c2n1
55	Cc1noc(C)c1-c1cc(Nc2ccccc2)ncn1
56	CN(C)C(=O)c1ccc(-c2ccc3ncnc(Nc4ccc(F)cc4)c3c2)cc1
assay / compound | 49 | 50 | 51 | 52 | 53 | 54 | 55 | 56
TexasRed fluor | / | / | / | / | / | / | / | /
HTT cytoprotect | -6% | 3% | -9% | -4% | -214%[inhibitor] | 0% | -41%[inhibitor] | -26%
RECQ1 helicase | -5% | -1% | 0% | i | 0% | i | -3% | i
TRb SRC2 PPI | / | / | / | / | / | / | / | /

57	O=C(Nc1cccc(F)c1)N1CCC2(CCNCC2)CC1
58	C[C@H](CCC(=O)O)[C@H]1CC[C@@H]2[C@H]3[C@@H](C[C@@H](O)[C@]21C)[C@]1(C)CC[C@H](O)C[C@@H]1C[C@@H]3O
59	CCN(CC)CCOc1ccc(-c2nc3cc(Cl)ccc3s2)cc1
60	C=C1CCC(O)C/C1=C/C=C1\CCC[C@]2(C)[C@@H]([C@H](C)/C=C/[C@H](C)C(C)C)CC[C@@H]12 (stereo partly drawn)
61	CCCN1CCCC[C@H]1C(=O)Nc1c(C)cccc1C
62	CC(=O)NC(=O)c1ccccc1O
63	O=C1N=C2SCCN2C(=O)C1Cc1ccc(Cl)cc1 (stereo not drawn)
64	CCCOc1ccc2nc(NC(=O)OC)sc2c1
assay / compound | 57 | 58 | 59 | 60 | 61 | 62 | 63 | 64
TexasRed fluor | / | -4% | 0% | 2% | -1% | -1% | -2% | -1%
HTT cytoprotect | -68%[inhibitor] | -13%[10 µM] | -96%[inhibitor] | 11% | -14% | ? | -12% | -70%[inhibitor]
RECQ1 helicase | -8% | / | / | / | / | / | / | /
TRb SRC2 PPI | / | 12% | -1% | 2% | -2% | 3% | 10% | -3%

65	OCC(O)CS (stereo not drawn)
66	Oc1ccc(Cl)c2c1CCC2
67	CCOc1ccc(NC(=O)CC(C)O)cc1 (stereo not drawn)
68	CNC[C@@H](O)[C@@H](O)[C@H](O)[C@H](O)CO
69	CC(C)[N+](C)(C)CC(O)COc1cccc2ccccc12 (stereo not drawn)
70	CN(C)c1ccc(C(=C2C=CC(=[N+](C)C)C=C2)c2c(O)c(S(=O)(=O)[O-])cc3cc(S(=O)(=O)O)ccc23)cc1
71	CCCCCCCCOc1ccccc1C(=O)Nc1ccc(C(=O)OCC[N+](C)(CC)CC)cc1
72	CCOc1cc(-c2nccc3cc(OC)c(OC)cc23)cc(OCC)c1OCC
assay / compound | 65 | 66 | 67 | 68 | 69 | 70 | 71 | 72
TexasRed fluor | -2% | -1% | 0% | 1% | -1% | ? | -2% | 0%
HTT cytoprotect | -7% | 22% | 26% | 19% | -22% | -296%[inhibitor] | -68%[inhibitor] | -78%[inhibitor]
RECQ1 helicase | / | / | / | / | / | / | / | /
TRb SRC2 PPI | -5% | 6% | -5% | 3% | 1% | 9% | 3% | 3%

73	O=C(O)COc1ccc(CCNS(=O)(=O)c2ccccc2)s1
74	CCCCC(CC)COC(=O)/C=C/c1ccc(OC)cc1 (stereo not drawn)
75	CC12CCC(C1)C(C)(C)C2=O (stereo not drawn)
76	O=C1[C@H]2CCCC[C@H]2C(=O)N1CCCCN1CCN(c2nsc3ccccc23)CC1
77	O=S(=O)(O)NC1CCCCC1
78	O=C(O)CCNC(=O)c1ccc(N=Nc2ccc(O)c(C(=O)O)c2)cc1
79	CC(C)=CCC/C(C)=C/C=C/C(C)=C/C=C/C(C)=C/C=C/C=C(C)/C=C/C=C(C)/C=C/C=C(\C)CCC=C(C)C
80	[O]=[Bi][O]C(=O)[O][Bi]=[O]
81	CC1(C)[C@@H]2CC[C@]1(C)[C@@H](OC(=O)CSC#N)C2
82	O=P(O)(O)OC[C@H](O)CO
assay / compound | 73 | 74 | 75 | 76 | 77 | 78 | 79 | 80 | 81 | 82
TexasRed fluor | -2% | 0% | -2% | 1% | -1% | -8% | 0% | 0% | 0% | -1%
HTT cytoprotect | -42%[inhibitor] | 5% | -6% | -56%[inhibitor] | ? | 1% | ? | 20% | 13%[10 µM] | 3%
RECQ1 helicase | / | / | / | / | / | / | / | / | / | /
TRb SRC2 PPI | 4% | -1% | 2% | 5% | 4% | 6% | 0% | -7% | 9% | 4%
